Compound activity as filed in PubChem.
COUP-TFII inh: inhibitors of human COUP-TFII (NR2F2) | AID 686940 | inhibition, % at 8.6 µM | HEK293T NGFI-A luciferase reporter, luminescence | 370,000 tested, 0.7% active;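 active = inhibition above a per-plate cutoff, mean inhibition of test wells between control levels plus 3 SD, cut at about 38% in these data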;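 note: cells cotransfected with COUP-TFII expression vector driving the NGFI-A reporter; 0% = median of COUP-TF2 test wells and 100% = reporter-only cells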
NOD2 RIPK2 PPI: NOD2-RIPK2 protein interaction inhibition; O43353; CHO BLA complementation NOD2-RIPK2, CCF4 ratio; inhibition, % at 4.98 µM; 360,000 tested, 0.38% active; AID 624267; in the data active = inhibition above about 21%;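 note: 0% = vehicle only and 100% = reference blocker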
SRC3 inh: human NCOA3 inhibition; 360,000 tested, 0.17% active; Q9Y6Q9; AID 588352; inhibition, % at 3.6 µM; HEK293 GAL4-SRC3 luciferase reporter, luminescence;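 active = inhibition above a per-campaign cutoff, the mean of all compounds plus 3 SD, cut at about 60% in these data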;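 note: 0% = DMSO-treated cells and 100% = gossypol-treated cells at 36 µM; higher means less SRC3-driven luciferase light from the GAL4 reporter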
SRC2 inh: human SRC2 (NCOA2) inhibition; Q15596; HEK293 GAL4-SRC2 luciferase reporter, luminescence; inhibition, % at 9 µM; 370,000 tested, 0.17% active; AID 651957;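 active = inhibition above the mean inhibition of all tested compounds plus 3 SD, set per campaign, cut at about 52% in these data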;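 note: 0% = DMSO treated cells and 100% = cells given Gossypol at 36 µM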
TLR9-MyD88 block: TLR9-MyD88 interaction inhibition | Q9NR96+Q99836 | CHO BLA complementation TLR9-MyD88, CCF4 FRET ratio | inhibition, % at 4.98 µM | 340,000 tested, 0.21% active | AID 504734;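 active = inhibition above the mean over all tested compounds plus 3 SD, cut at about 21% in these data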;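 note: 0% = DMSO only wells and 100% = clavulanate BLA inhibitor control wells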
NR5A2 inv ag: suppresses constitutive activity of human LRH-1. inhibition, % at 3.6 µM. O00482. HEK293T StAR-luciferase reporter, LRH-1 transfected, 24 h. 360,000 tested, 0.13% active. AID 602396;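 active = inhibition above the mean inhibition of all tested compounds plus 3 SD, cut at about 73% in these data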;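 note: 0% = DMSO wells and 100% = reporter-only cells lacking LRH-1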
MC4R antag cAMP: blocks human MC4R cAMP signaling | MC4R-expressing cells, MTII-stimulated cAMP, LANCE TR-FRET | inhibition, % at 6.5 µM | 360,000 tested, 0.48% active | AID 540295;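 active = inhibition above its plate's cutoff, the mean of tested wells on that plate plus 3 SD, cut at about 29% in these data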;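 note: 0% = Melanotan II alone and 100% = Melanotan II plus saturating MCL0020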
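Assay system: U2OS cells stably expressing human melanocortin 4 receptor (MC4R) / Dosing: 6.5 µM / Timing: compound 30 min, challenge 1 h, detection 1 h / Measured by: Eu-cAMP/anti-cAMP TR-FRET, emission 671 nm / Replicates: singlicate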
SRC1 inh: human NCOA1 inhibition | Q15788 | HEK293 GAL4-SRC1 luciferase reporter, luminescence | inhibition, % at 3.6 µM | 360,000 tested, 0.12% active;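 active = inhibition above the campaign mean plus 3 SD, with each screening campaign given its own cutoff, cut at about 60% in these data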;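 note: 0% = DMSO treated cells and 100% = gossypol at 36 µM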
Target sequence (Q15788 whole entry, looked up, the tested form may be a part): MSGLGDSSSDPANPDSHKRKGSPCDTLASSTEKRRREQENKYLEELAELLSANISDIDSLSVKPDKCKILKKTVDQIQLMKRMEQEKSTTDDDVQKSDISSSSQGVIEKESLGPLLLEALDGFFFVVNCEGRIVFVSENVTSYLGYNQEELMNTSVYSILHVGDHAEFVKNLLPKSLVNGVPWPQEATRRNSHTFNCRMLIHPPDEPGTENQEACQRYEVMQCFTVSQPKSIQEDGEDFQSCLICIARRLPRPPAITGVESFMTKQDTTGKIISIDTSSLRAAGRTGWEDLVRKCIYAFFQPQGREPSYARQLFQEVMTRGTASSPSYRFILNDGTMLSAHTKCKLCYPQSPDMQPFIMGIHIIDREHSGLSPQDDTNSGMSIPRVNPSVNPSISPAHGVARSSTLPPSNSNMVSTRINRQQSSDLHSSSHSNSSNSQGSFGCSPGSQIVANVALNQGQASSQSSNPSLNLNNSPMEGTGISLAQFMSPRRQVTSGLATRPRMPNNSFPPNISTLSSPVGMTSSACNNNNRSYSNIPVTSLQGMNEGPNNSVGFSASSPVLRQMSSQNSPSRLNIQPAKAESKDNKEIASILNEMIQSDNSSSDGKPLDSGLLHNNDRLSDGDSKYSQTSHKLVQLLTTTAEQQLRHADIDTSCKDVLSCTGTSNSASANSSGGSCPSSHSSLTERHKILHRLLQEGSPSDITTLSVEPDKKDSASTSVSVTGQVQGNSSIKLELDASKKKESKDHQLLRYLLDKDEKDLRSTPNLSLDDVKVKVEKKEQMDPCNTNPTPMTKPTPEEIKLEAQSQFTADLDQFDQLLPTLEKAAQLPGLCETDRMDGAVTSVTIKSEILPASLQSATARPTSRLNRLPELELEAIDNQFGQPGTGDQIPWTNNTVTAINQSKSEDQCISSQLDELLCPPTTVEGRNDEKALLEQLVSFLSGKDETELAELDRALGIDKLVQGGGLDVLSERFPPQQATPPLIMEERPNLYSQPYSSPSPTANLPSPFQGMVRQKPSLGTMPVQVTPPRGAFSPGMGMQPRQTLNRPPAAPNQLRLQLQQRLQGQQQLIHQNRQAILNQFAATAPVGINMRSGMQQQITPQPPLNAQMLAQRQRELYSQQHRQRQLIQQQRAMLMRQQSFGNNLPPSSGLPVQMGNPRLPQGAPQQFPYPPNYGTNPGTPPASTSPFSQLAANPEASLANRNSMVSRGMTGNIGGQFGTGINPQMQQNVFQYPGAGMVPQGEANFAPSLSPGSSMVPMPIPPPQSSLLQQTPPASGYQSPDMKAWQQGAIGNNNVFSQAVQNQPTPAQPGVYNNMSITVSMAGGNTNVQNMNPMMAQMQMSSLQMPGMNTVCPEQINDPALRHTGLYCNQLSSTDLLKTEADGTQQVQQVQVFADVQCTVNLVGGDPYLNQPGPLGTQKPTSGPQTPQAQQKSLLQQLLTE
ABHD5 PLIN5 PPI: ABHD5-PLIN5 protein interaction inhibition. Q00G26+Q8WTS1. Split G. princeps luciferase complementation, luminescence, 4 h. inhibition, % at 4 µM. 360,000 tested, 0.78% active;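 active = inhibition above the mean inhibition across every tested compound plus 3 SD, cut at about 22% in these data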;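 note: 0% = DMSO only wells and the 100% control is not disclosed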
MC4R ag barr: human MC4R agonism via beta-arrestin; P32245; U2OS MC4R beta-arrestin complementation, luminescence; percent of melanotan II response, DMSO zero; activation, % at 8.9 µM; 360,000 tested, 0.98% active;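 active = activation above a per-plate cutoff, the mean activation of sample wells on that plate plus 3 SD, cut at about 8% in these data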
EBV LMP1 NFkB: inhibitors of Epstein-Barr LMP1-induced NF-kappaB reporter; LMP1-induced NF-kappaB luciferase reporter cells, luminescence; inhibition, % at 12.5 µM; 350,000 tested, 0.69% active; AID 504558; in the data active = inhibition above about 41%;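 note: 0% = neutral control wells and 100% = reference inhibitor control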
Active calls of the source: *; . = not tested or not shown. Not all compounds are listed; count on the stated rates, not on these rows.

SRC1 inh	NOD2 RIPK2 PPI	NR5A2 inv ag	MC4R ag barr	Structure	TLR9-MyD88 block	SRC2 inh	MC4R antag cAMP	ABHD5 PLIN5 PPI	COUP-TFII inh	SRC3 inh	EBV LMP1 NFkB
7	-6	7	3.6	CCOc1ccccc1-c1cc(-c2n[nH]c(=S)n2CC)c2ccccc2n1	3	-2	5	11	1	10	-6
6	-5	33	-2.5	O=C1C(NS(=O)(=O)c2cccs2)=C(N2CCOCC2)C(=O)c2ccccc21	8	15	-9	-8	-15	21	-2
0	11	6	0.0	CC(C)(C)[C@H]1COC(=O)[C@@H](NC(=O)OCC2c3ccccc3-c3ccccc32)C/C=C\C[C@@H](CC(=O)N[C@@H](CO)Cc2ccccc2)C(=O)N1	-7	13	4	-5	2	-11	-3
4	-3	0	-4.0	Cc1ccc2nc(SCC(=O)N3CCN(c4ccccc4)CC3)nc(=O)n2c1	2	22	-4	-3	-11	16	-1
-51	-13	-31	0.9	CC(=O)c1ccc(NC(=S)NC(=O)/C=C/c2ccccc2)cc1	-2	-38	-3	0	-30	-40	-12
-24	2	-21	-1.2	O=C(Nc1cccc([N+](=O)[O-])c1)c1ccc(N2CCCC2=O)cc1	11	-10	2	-5	6	-37	0
-6	-7	-7	-1.5	O=C(CCNC(=O)c1ccc([N+](=O)[O-])cc1)Nc1cccc(S(=O)(=O)N2CCCCCC2)c1	-10	13	-2	9	-12	-13	4
-5	-13	-2	-1.4	S=C(NC1CCCC1)N1CCOCC1	5	-8	-2	2	0	14	3
-19	0	0	2.3	Cc1ccc2c(c1)nnn2C1CCN(S(=O)(=O)c2ccc(C(=O)N(C)C3CCCCC3)cc2)CC1	2	-16	-1	-3	-1	14	21
-7	-9	4	1.3	C[C@@H](CO)NC(=O)c1[nH]cnc1C(=O)Nc1ccc(CNC(=O)OC(C)(C)C)cc1	1	11	24	-10	5	-29	-1
0	3	5	-0.9	c1ccc(Nc2nc(N3CCCC3)nc(N3CCCC3)n2)cc1	10	-11	7	-8	13	11	0
-3	-1	2	0.5	Cc1cccc2nc3ccccc3nc12	4	13	-7	-1	11	15	2
7	-1	-15	-3.4	COc1ccc(C(=O)N/C(=C\c2ccc(SC)cc2)C(=O)NCCCn2ccnc2)cc1OC	0	3	-6	-1	5	-9	-3
-5	-12	2	0.7	COC(=O)[C@@]1(C)[C@H]2C(=O)N(Cc3ccccc3)C(=O)[C@H]2[C@H]2CN=C(SCC3CC3)N21	-7	2	6	-6	11	-31	0
-7	3	6	-1.4	O=C(CSc1nnc(CNC(=O)c2ccccc2)o1)c1ccc(Cl)cc1	5	25	0	-3	-5	2	3
1	-9	12	1.8	CC(Sc1nnc(C2CC2)n1-c1ccccc1)C(=O)N1CCNC1=O (stereo not given)	1	0	-2	0	7	9	-2
6	-3	-5	-1.0	O=C(NC(=S)Nc1ccc(S(=O)(=O)Nc2nccs2)cc1)c1ccc(F)c(F)c1	-6	-1	4	1	8	5	7
-8	-8	11	-0.7	COc1ccc(NC(=O)CN2C(=O)c3ccccc3S2(=O)=O)cc1OC	3	-25	2	-1	1	4	3
.	-9	-23	.	COc1ccc(-c2c(C(=O)c3ccccc3)[nH]c(N)c2C(=O)c2ccccc2)cc1OC	.	-5	.	0	13	.	.
4	-7	3	-0.4	COc1cc(/C=N\NS(=O)(=O)c2ccccc2)cc(OC)c1OC	5	16	10	-8	3	3	-3
-2	-8	8	2.6	CCCC1CC(CCc2ccccc2)OS(=O)(=O)N1 (stereo not given)	15	-32	-1	-2	8	10	5
-16	0	-6	-0.5	CCOC(=O)C(C)Oc1ccc(NC(=O)C(Cl)(Cl)Cl)cc1 (stereo not given)	0	13	2	-5	-2	15	0
-21	-1	3	-0.7	CC(C)c1ccc(N(CC(=O)NCCSCc2ccco2)S(C)(=O)=O)cc1	-4	-13	8	-1	-12	21	-8
6	-8	-15	0.4	CCOC(=O)Cn1c(-c2cccnc2Cl)nc2ccccc21	-7	6	2	-1	1	-18	-12
-55	-4	-63	-1.3	COc1ccc2cc(-c3ccon3)ccc2c1	9	-30	-4	7	-17	-43	-24
-22	-4	19	-2.5	CCOCCCN(C)C1CCN(C(=O)c2oc3ccccc3c2NC(=O)c2ccc(F)cc2)CC1	3	-22	2	-1	14	-7	-2
-8	-14	33	4.5	CN(C)c1ccc(NS(=O)(=O)c2cccc(Cl)c2)cc1	7	5	2	-3	5	22	-8
5	-13	-16	1.3	CC(C#N)Sc1ncnc2sc(-c3ccccc3)cc12 (stereo not given)	-3	1	-17	-6	13	-11	12
-36	5	14	-1.6	CC(C)N1CCC(N2CCN(Cc3cccnc3)CC2CCO)CC1 (stereo not given)	3	-33	4	-2	3	18	1
-2	-2	0	-2.0	O=C(Cn1cccc1C(=O)c1ccccc1)NCc1cccs1	0	-2	2	1	2	17	1

Random excerpt: 2 compounds from above.
SRC1 inh	NOD2 RIPK2 PPI	NR5A2 inv ag	MC4R ag barr	Structure	TLR9-MyD88 block	SRC2 inh	MC4R antag cAMP	ABHD5 PLIN5 PPI	COUP-TFII inh	SRC3 inh	EBV LMP1 NFkB
0	3	5	-0.9	c1ccc(Nc2nc(N3CCCC3)nc(N3CCCC3)n2)cc1	10	-11	7	-8	13	11	0
6	-8	-15	0.4	CCOC(=O)Cn1c(-c2cccnc2Cl)nc2ccccc21	-7	6	2	-1	1	-18	-12

Next section
SRC1 inh	NOD2 RIPK2 PPI	NR5A2 inv ag	MC4R ag barr	Structure	TLR9-MyD88 block	SRC2 inh	MC4R antag cAMP	ABHD5 PLIN5 PPI	COUP-TFII inh	SRC3 inh	EBV LMP1 NFkB
1	1	0	-0.7	CCOc1ccc(CCNC(=O)c2ccc(C)c(N3CCCC3=O)c2)cc1OCC	-2	1	0	-2	14	3	5
10	-1	13	-0.6	Cc1nc2ccccn2c1/C(O)=C1\C(=O)C(=O)N(CCN(C)C)C1c1cccnc1 (stereo not given)	-5	10	-3	0	7	-1	2
-11	-6	-8	-0.8	COc1ccc(N(CC(=O)N2CCc3ccccc3C2)S(=O)(=O)c2ccccc2)cc1	-2	-19	3	-6	-11	17	-11
14	15	8	-0.7	Cn1cc(S(=O)(=O)N2CCCC2)cc1C(=O)N1CCN(c2ccccc2)CC1	2	-6	4	0	-8	-2	-8
-31	-5	-14	0.0	Cc1nc(-c2nnc(-c3ccccc3)o2)c(C(F)(F)F)o1	-4	-27	14	-5	-10	-13	-7
2	-8	20	-1.9	CCOC(=O)c1ccccc1NC(=O)C1CCCO1 (stereo not given)	-3	-11	2	0	20	-16	-4
3	18	43	-1.8	Cc1cc(C)n(-c2nc(Nc3ccccc3C(F)(F)F)nc(-n3nc(C)cc3C)n2)n1	13	21	19	4	11	14	33
-8	1	5	0.3	CC(=O)c1ccc([C@H]2C[C@@]34CN(C(=O)OC(C)(C)C)S(=O)(=O)[C@H]3C[C@H]2O4)cc1	-3	22	9	11	-3	5	-18
-3	-15	-2	-0.5	CCOC(=O)N1CCN(C(=O)C(NC(=O)C2CCC(C)CC2)C(C)C)CC1 (stereo not given)	-4	-5	-4	1	4	-6	-37
10	-12	13	-0.3	Cc1noc(C)c1C(=O)OCC(=O)Nc1cccc(S(=O)(=O)N(C)C)c1	2	-5	-5	11	8	20	-5
4	4	-10	0.9	CC(C)COC(=O)n1c(SCC(N)=O)nc2ccccc21	6	18	-13	2	15	20	4
-5	0	7	-1.2	COC(=O)c1cccc(NS(=O)(=O)c2ccc(OC)cc2)c1C	3	4	-7	2	12	-3	11
-26	-11	-32	-1.5	CCCC(=O)NC(C)c1nc(-c2ccc(C)cc2)no1 (stereo not given)	-7	-4	0	3	0	-8	3
12	8	-15	-2.2	CN(C)S(=O)(=O)N1CCCC(C(=O)c2ccc(-c3ccccc3)c(F)c2)C1 (stereo not given)	-1	2	2	-2	27	10	-2
-1	-19	-28	1.1	CCC1=NNC(=O)C(CC(=O)Nc2ccccc2)c2cc(OC)c(OC)cc21 (stereo not given)	-19	-15	-2	-5	-4	16	1
4	-9	22	-0.6	CNc1nnc(-c2ccncc2)s1	3	-11	-6	5	-6	8	-2
-33	-5	-25	0.9	Cc1ccc(NC(=O)c2ccc(Cl)c(S(=O)(=O)N3CCc4ccccc43)c2)nc1	5	3	-6	-8	31	-12	0
-6	6	14	-1.4	COc1ccccc1NC(=O)CN1C(=O)CC(C)S(=O)(=O)c2ccccc21 (stereo not given)	7	-14	-2	-5	-7	3	-1
-17	5	-26	-0.3	CC(C)(C)NS(=O)(=O)NC(=O)C1=C(N2CCCC2)COC1=O	-14	-14	13	1	12	6	12
7	10	-13	-2.2	Cc1ccc(C)c(NC(=O)c2c(Cl)nc3ccccn23)c1	0	-26	-1	-4	-5	17	13
1	11	-13	-2.3	C=C(C)C(=O)Nc1nnc(-c2ccccc2C)s1	-16	-19	3	-5	-4	-4	-8
-2	1	-10	-0.2	CCOC(=O)c1csc(NC(=O)CSc2nnnn2-c2cccc(OC)c2)n1	5	-7	14	-6	13	1	3
1	-7	-25	-2.2	O=C(Nc1nnc(COc2ccc(Br)cc2)s1)c1ccco1	-4	0	5	5	-6	4	-5
-13	-19	-12	0.7	N#Cc1cc2c(nc1SCc1ccc(Cl)nc1)CCCCC2	-4	-2	-6	-7	-10	7	1
5	-11	-17	-1.8	C/C(=N\NC(=O)C1CC1)c1ccc2c(c1)OCCO2	-3	-7	5	1	15	-9	-16
-14	0	1	-1.4	Cc1ccnc(N2CCN(C(=O)CSc3nc4ccccc4nc3N3CCC(C)CC3)CC2)c1	-2	14	-6	-9	10	-1	3
-11	3	4	1.7	CCOC(=O)C(C)Sc1nnc(Cc2cc(=O)[nH]c(=O)[nH]2)n1-c1cccc(OC)c1 (stereo not given)	11	-14	3	0	-3	3	5
-3	3	-2	-1.4	Cc1ccc(S(=O)(=O)Nc2cccc(C(=O)NCc3ccccn3)c2)cc1F	-1	-21	1	12	3	-6	1
11	-3	0	-1.1	O=C(CCCn1c(=S)[nH]c2cc3c(cc2c1=O)OCO3)N1CCN(c2ccc(Cl)cc2)CC1	0	-8	-2	-3	1	11	22

Reformatted with values under each structure: three of the compounds above.
Each structure is followed by: SRC1 inh	NOD2 RIPK2 PPI	NR5A2 inv ag	MC4R ag barr	TLR9-MyD88 block	SRC2 inh	MC4R antag cAMP	ABHD5 PLIN5 PPI	COUP-TFII inh	SRC3 inh	EBV LMP1 NFkB
O=C(Nc1nnc(COc2ccc(Br)cc2)s1)c1ccco1
    1	-7	-25	-2.2	-4	0	5	5	-6	4	-5
N#Cc1cc2c(nc1SCc1ccc(Cl)nc1)CCCCC2
    -13	-19	-12	0.7	-4	-2	-6	-7	-10	7	1
C/C(=N\NC(=O)C1CC1)c1ccc2c(c1)OCCO2
    5	-11	-17	-1.8	-3	-7	5	1	15	-9	-16
